# NPY2 pot ag: NPY-Y2 potentiators or agonists, primary screen, cell-based; cells expressing NPY-Y2, potentiator/agonist read-out; activation, % at 3.6 µM; actives 0.45% (n = 220,000); in the data active means activation above about 27%;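 further: cells stimulated with NPY near EC25 plus isoproterenol at EC100; 0% = vehicle plus submaximal agonist and 100% = vehicle plus saturating agonist; some results beyond the cut were filed as inactive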
# Target sequence (P49146 whole entry, looked up): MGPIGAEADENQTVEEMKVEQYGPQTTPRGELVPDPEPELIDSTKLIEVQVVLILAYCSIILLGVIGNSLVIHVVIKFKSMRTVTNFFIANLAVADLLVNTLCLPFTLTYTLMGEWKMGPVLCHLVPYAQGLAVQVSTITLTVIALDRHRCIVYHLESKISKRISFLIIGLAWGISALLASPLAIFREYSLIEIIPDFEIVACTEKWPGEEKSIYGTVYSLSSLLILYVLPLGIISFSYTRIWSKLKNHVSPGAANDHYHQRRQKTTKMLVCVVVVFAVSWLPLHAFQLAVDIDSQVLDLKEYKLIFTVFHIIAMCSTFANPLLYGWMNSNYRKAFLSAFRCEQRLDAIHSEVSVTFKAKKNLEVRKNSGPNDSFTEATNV
# CHOP inh: inhibitors of CHOP promoter induction, primary screen, cell-based, unfolded protein response, luciferase reporter | inhibition, % at 10 µM | AID 2732, 2010 | CHO-K1 CHOP-promoter luciferase, tunicamycin-induced, 15-18 h | actives 3.8% (n = 220,000);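 active means compounds that reduced the stress-induced luciferase reporter signal by more than about 70% of percent inhibition, limit read from the data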;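 further: 0% = tunicamycin plus vehicle and 100% = wells without tunicamycin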
# p47phox inh: p47phox/p22phox peptide binding inhibitors, primary screen, biochemical, uHTS, NADPH oxidase regulatory subunit. fluorescence polarization, 2 h. actives 0.53% (n = 220,000). Neutrophil cytosol factor 1 (Homo sapiens), P14598. inhibition, % at 24.7 µM;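 active means inhibition above about 30%, limit read from the data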;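 further: 0% = p47phox with labelled peptide and 100% = labelled peptide alone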
# S1P4 antag: S1P4 receptor antagonists, primary screen, cell-based; S1P4-expressing cells, antagonist mode, reporter read-out; inhibition, % at 4.98 µM; actives 0.26% (n = 220,000); AID 1510, 2009; in the data active means inhibition above about 29%;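 further: 0% = wells stimulated with agonist and 100% = vehicle wells without agonist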
# S1P4 ag: S1P4 receptor agonists, primary screen, cell-based; Sphingosine 1-phosphate receptor 4 (Homo sapiens), O95977; activation, % at 4.98 µM; AID 1509, 2009; S1P4-expressing cell line, agonist reporter assay; actives 0.35% (n = 220,000); in the data active means activation above about 11%;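 further: 0% = DMSO vehicle and 100% = reference agonist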
# NPY-Y1 antag: NPY-Y1 receptor antagonists, primary screen, cell-based. Neuropeptide Y receptor type 1 (Homo sapiens), P25929. HEK293-CNG Y1 cells, membrane potential fluorescence; NPY at EC95, then isoproterenol. inhibition, % at 3.6 µM. actives 1% (n = 200,000). AID 1040, 2008;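 active means inhibition above the campaign mean inhibition of all tested compounds plus 3 SD, cut at about 20% in these data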;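 further: 0% = DMSO wells given NPY plus isoproterenol and 100% = isoproterenol alone without NPY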
# Target sequence (P25929 whole entry, looked up): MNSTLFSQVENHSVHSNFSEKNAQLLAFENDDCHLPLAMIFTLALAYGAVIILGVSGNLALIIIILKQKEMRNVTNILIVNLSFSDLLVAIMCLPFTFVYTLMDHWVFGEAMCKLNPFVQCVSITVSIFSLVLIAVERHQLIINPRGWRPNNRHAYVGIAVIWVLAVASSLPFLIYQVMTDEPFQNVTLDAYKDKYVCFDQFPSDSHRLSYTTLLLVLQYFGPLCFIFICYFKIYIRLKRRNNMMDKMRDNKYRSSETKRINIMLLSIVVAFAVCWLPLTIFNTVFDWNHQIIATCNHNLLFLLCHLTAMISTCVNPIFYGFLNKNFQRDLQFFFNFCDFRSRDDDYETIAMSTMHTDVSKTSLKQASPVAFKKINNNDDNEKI
#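 Test system: HEK293 cells co-expressing NPY Y1 receptor and cyclic-nucleotide gated channel; Also added: NPY (25 nM), isoproterenol (1 µM), Ro 20-1724 (25 µM); Compound dosing: one concentration, 3.6 µM, in 0.4% DMSO; Timing: dye 3 h, compound 60 min room temperature, stimulation 45 min; Technique: Membrane-potential fluorescent dye readout.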
# BaF3 parental: parental Ba/F3 cell viability inhibition, counter-screen for JAK2V617F inhibitor project, murine pro-B, CellTiter-Glo luminescence | CellTiter-Glo ATP luminescence | inhibition, % at 5.6 µM | actives 1.1% (n = 220,000) | AID 1486, 2009;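 active means inhibition above a per-campaign cutoff, the mean inhibition of all tested compounds plus 3 SD, cut at about 27% in these data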;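 further: 0% = DMSO wells and 100% = JAK Inhibitor I control wells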
# NPY1 pot ag: NPY-Y1 receptor potentiators or agonists, primary screen, cell-based; AID 1304, 2008; Neuropeptide Y receptor type 1 (Homo sapiens), P25929; activation, % at 3.6 µM; actives 0.37% (n = 220,000); NPY-Y1 expressing cells, potentiator/agonist activation; in the data active means activation above about 33%, passing the limit was not always enough;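 further: cells stimulated with NPY at EC10 then isoproterenol at EC100; 0% = low agonist plus stimulus and 100% = saturating agonist plus stimulus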
# Ba/F3 V617F tox: reduced viability of JAK2V617F-dependent Ba/F3 cells, primary screen, JAK2V617F inhibitor project, cell-based, Ba/F3 EpoR-JAK2V617F, luminescence; ATP luminescence; actives 1.1% (n = 220,000); inhibition, % at 5.6 µM;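 active means inhibition above the campaign mean plus 3 SD over all tested compounds, cut at about 24% in these data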;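 further: cytokine-independent growth of Ba/F3 cells driven by EpoR plus mutant JAK2; 0% = DMSO-treated cells and 100% = JAK inhibitor I control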
# Starred values were filed as active, the others as inactive; · = no result given.
# Below each SMILES: NPY2 pot ag, CHOP inh, p47phox inh, S1P4 antag, S1P4 ag, NPY-Y1 antag, BaF3 parental, NPY1 pot ag, Ba/F3 V617F tox
> C=CCOC(=O)C1=C(C)NC(SCC(N)=O)=C(C#N)C1c1ccc(C)cc1 (stereo not given)
  -8, 19, -11, -5, -1.1, ·, 1, 6, -1
> Cc1ccc(/C=c2/sc3nnc(-c4ccccc4Cl)n3c2=O)o1
  -2, -35, -32, 7, -1.0, -1, 2, -33, 0
> Cc1nc2ccccn2c1C(=O)NNC(=S)Nc1ccccc1
  -3, -21, -7, -2, 1.2, ·, 1, -13, -1
> COc1ccc(-n2c(-c3ccco3)nc3c(cnn3-c3ccccc3C)c2=O)cc1
  -20, -1, -1, -4, -1.1, ·, -1, -1, 5
> CCOc1ccc(-n2c(Cc3cc(=O)[nH]c(=O)[nH]3)nnc2SCc2cccnc2)cc1
  -5, 16, -10, -21, 1.1, 2, 7, 11, -1
> CCN1CCN(c2nc3c(C)cccn3c(=O)c2/C=C(\C#N)S(=O)(=O)c2ccc(Cl)cc2)CC1
  -12, -12, -21, -8, 7.6, ·, -1, 21, 2
> O=S(=O)(CCN1CCN(c2ccccn2)CC1)c1ccc(Cl)cc1Cl
  4, 17, 3, 6, 1.6, ·, -4, -1, -2
> CC(=O)Nc1cnn(Cc2ccc(Br)cc2)c1
  11, -19, -11, -8, -0.7, -1, 7, -3, -2
> CCOc1cccc(OCCOCCNC(C)(C)C)c1
  -6, 25, -8, -17, -0.1, 7, 8, -16, 1
> COc1ccc(NC(=O)Cn2nnc(C(=O)NCCc3ccc(OC)c(OC)c3)c2N)c(OC)c1
  0, 17, 0, -11, 0.2, -3, -1, 3, 3
> CC(=O)N1CCC(=NNc2ccc(S(=O)(=O)N3CCOCC3)cc2[N+](=O)[O-])CC1
  2, -16, -9, -13, -0.3, -2, 8, -60, -3
> COc1ccc(Nc2nc(NCc3ccco3)nc(N/N=C/c3ccccc3Cl)n2)cc1
  -2, -20, -16, -13, -0.7, 2, 2, -8, 0
> CCCn1nnc(NC(=O)COc2ccc(Cl)cc2)n1
  1, 0, -7, 3, 2.2, 0, 2, 10, 2
> COCCCNC(=O)Cn1ncc2c(=O)oc3ccccc3c21
  27, 50, 4, 2, -0.6, -2, -2, 6, -2
> COc1ccc(-c2noc(CCC(=O)N3CCC(C)CC3)n2)cc1
  -8, 45, -3, 12, 0.5, 4, 3, -1, -2
> CCn1ccnc1CN(C)Cc1cn(C)nc1-c1ccccc1F
  1, 6, -5, -29, 0.5, 10, 4, -3, -3
> COc1ccc(C[C@H]2CN3C(=NC[C@@H]3C)N2CCNC(=O)CCC2CCCCC2)cc1
  -17, 9, -6, -4, 0.1, 10, -2, 19, -4
> NS(=O)(=O)c1ccc(N/C=C/C(=O)c2ccc(Br)cc2)cc1
  8, -15, -1, -20, 3.8, -6, 1, -8, -5
> CCOC(=O)c1c(C)sc2c1N(C(=O)CN1CCOCC1)c1cc(Cl)ccc1S2
  2, 31, -5, -28, 3.0, 4, 5, -6, -1
> CC(C)(C)C1CCC(OCC(O)CN2CCN(c3ccccc3)CC2)CC1 (stereo not given)
  -19, 44, -1, 6, -2.5, 17, 9, -5, 8
> Cc1ccc2c([N+](=O)[O-])cccc2n1
  5, 22, -6, -4, 0.6, -1, 4, 10, -3
> NC(=O)c1sc2nnc(-c3ccccc3)c(-c3ccccc3)c2c1N
  1, 22, -15, -9, 0.5, ·, 0, 14, 0
> Cc1ccc(-n2c(C)cc(C3=NNC(=NC4CC4)SC3)c2C)cc1C
  1, 65, 2, -13, -0.4, 8, 1, 8, -5
> Cn1c(SCC(=O)N2CCCC2)nnc1-c1cnccn1
  -1, -2, -1, -11, 1.7, 5, 5, 4, 0
> Cc1ccc(NC2=CC(=O)CC(C)(C)C2)cc1C
  4, 30, -5, 9, -0.9, 12, 1, 4, 1
> O=C(Nc1ccccc1)OCCN1CCN(Cc2ccccc2)CCC1=O
  -4, 16, -4, 8, 1.6, 0, 9, -17, 5
> CCOC(=O)Nc1sc(C)nc1-c1ccccc1
  -14, 19, -13, 7, -2.1, 7, 4, 9, 6
> N#Cc1ccc(COn2nnc3ccccc32)cc1
  1, 8, -8, -17, 2.0, 8, 3, 14, -2
> COc1cc(C)ccc1OCCOc1c(C)cccc1Cl
  -8, 71*, -6, 7, 0.2, 1, 5, -24, 0
> COc1ccc(CCNc2oc(-c3cccc4ccccc34)nc2P(=O)(OC)OC)cc1OC
  6, 5, -9, -2, 0.5, -1, 4, -10, -1
> Cc1ccc(-n2nc3c(c2NC(=O)c2ccc(Br)o2)CSC3)c(C)c1
  1, 26, -5, 8, 1.4, 5, 5, -12, 1
> O=C1/C(=C/c2coc3ccc(O)cc3c2=O)SC(=S)N1c1ccccc1
  -5, -13, -32, -6, -0.2, ·, -5, 47*, -1
> Cc1noc(/C=C/N(C)C)c1S(=O)(=O)N1CCCC(C(=O)NCc2ccco2)C1 (stereo not given)
  -9, 14, -1, -18, -0.2, 0, 4, -9, -2
> Cc1ccc(CC(=O)c2ccc(Cl)cc2)cc1
  13, 7, 6, 12, -1.1, ·, -2, 4, -5
> CCC(C)(C)n1nnnc1C(c1ccccn1)N1CCOCC1 (stereo not given)
  -3, -24, -8, -3, -0.4, 1, -1, 4, -1
> CCN(CC)C(=O)c1[nH]cnc1C(=O)N[C@@H](C)C(=O)OCc1ccccc1
  -7, 20, ·, 14, -0.4, 7, -3, 2, -1
> COc1cc(/C=N/NC(=O)c2cccc([N+](=O)[O-])c2)ccc1OCc1ccc(C)cc1
  -10, 50, -40, -17, 3.6, 0, 0, -7, 0
> Cc1ccc(NC2c3ccccc3C(=O)N2CCN2CCOCC2)cc1 (stereo not given)
  -4, 7, -5, -3, -1.8, 0, 5, -4, -3
> CSCCC(NS(=O)(=O)c1ccc2ccccc2c1)C(=O)O (stereo not given)
  -9, 13, 0, -28, 0.8, 3, 6, -25, 4
> Cc1sc2nc3c(C(=O)N4CCCC4)cc(C(=O)c4ccccc4O)cn3c(=O)c2c1C
  12, 31, -13, -8, 0.7, 2, 1, 4, -1
> CCOC(=O)Nc1cc(C(=O)OC)cc(C(=O)OC)c1
  14, 49, -13, -7, 1.8, 3, 3, 15, -3
> Cc1ccnc(N2CCC(C(=O)NNC(=O)c3ccccc3C)CC2)n1
  -14, -21, -5, -8, -2.2, 9, -1, 32, -2
> COc1ccccc1-c1cc(C(=O)N/N=C\c2cn(C)nc2C)c2ccccc2n1
  -14, -11, -10, -19, -0.7, 7, 4, -17, 1
> CC(=O)Nc1ccc(Nc2nc(C)c([N+](=O)[O-])c(N(C)c3ccccc3)n2)cc1
  11, 59, -5, -7, 0.6, ·, 0, 19, -5
> CC(C)NC(=O)c1c2c(nc3ccccc13)CCCC2
  1, -7, 6, -22, -0.2, -12, 2, -2, -5
> Cc1ccc(NC(=O)CSc2ncc3ccccn23)cc1C
  4, -17, -1, 3, -0.9, -2, 8, -10, 0
> COC(=O)c1c(C)[nH]c(C(=O)/C=C/c2ccc(Cl)cc2)c1C
  -1, 85*, -12, 1, 0.9, -3, 0, -1, -3
> CC(C)(C)CC(C)(C)N1CNC(=S)NC1
  -2, 8, -10, -7, 0.6, ·, -4, -4, -2
> C[C@H](NC(=O)Nc1cccc(Br)c1)C(=O)O
  -3, 2, -9, 4, 0.8, ·, -3, -3, -2
> CCN(N=Nc1cccc([N+](=O)[O-])c1)c1cccc([N+](=O)[O-])c1
  2, 31, 2, 3, -1.4, 6, 3, -12, -3

# Some entries already given with just S1P4 ag:
canonical_smiles	S1P4 ag
Cc1nc2ccccn2c1C(=O)NNC(=S)Nc1ccccc1	1.2
CCOc1ccc(-n2c(Cc3cc(=O)[nH]c(=O)[nH]3)nnc2SCc2cccnc2)cc1	1.1
CC(=O)N1CCC(=NNc2ccc(S(=O)(=O)N3CCOCC3)cc2[N+](=O)[O-])CC1	-0.3

# The listing continues.
# Below each SMILES: NPY2 pot ag, CHOP inh, p47phox inh, S1P4 antag, S1P4 ag, NPY-Y1 antag, BaF3 parental, NPY1 pot ag, Ba/F3 V617F tox
> CCC(Oc1ccccc1)C(=O)Nc1cc(C)on1 (stereo not given)
  10, 39, -9, 5, 0.5, 0, -3, -15, -1
> O=C(O)/C=C\C(=O)Nc1ccc(N2CCN(c3ccc(Cl)cc3)CC2)cc1
  7, 25, 2, -17, 1.7, 1, 4, 17, -4
> COC(=O)c1sc(-c2ccc(C(C)(C)C)cc2)cc1NC(=O)c1ccccc1C(=O)O
  20, 106*, -20, 3, -0.5, ·, -3, 63*, -1
> COc1ccc(C(=O)NC(=O)N2CCCCC2)cc1
  1, 68, -7, -13, 1.3, -5, 0, -20, -2
> COc1cc(C2NC(=O)NC(C)=C2C(C)=O)ccc1O (stereo not given)
  2, -1, -1, -3, 1.5, ·, 1, 9, -1
> CC(=O)c1c(C)[nH]c(C(=O)O)c1C
  8, -1, -5, -1, 0.6, -3, 3, -2, 0
> CCN(CC)S(=O)(=O)c1ccc(C(=O)OCC(=O)NCc2ccco2)cc1
  4, 2, 4, -15, 0.9, 1, 4, -13, 0
> O=C(C1CCCCC1)N1CCC(CO)(Cc2ccccc2Cl)CC1
  7, 16, -3, -3, 0.2, 0, 5, -18, 1
> CCCCC(=O)Nc1cccc(-c2nnc(-c3ccccc3)o2)c1
  -14, 38, -14, -17, -3.9, 6, 5, -19, -1
> CCN(CC)CCn1nc(C)nc1-c1ccccc1O
  2, -1, 9, 20, -1.0, 10, 4, -11, -1
> COc1ccc(NC(=O)/C(Cl)=C(/Cl)S(=O)(=O)Cc2ccccc2)cn1
  -9, ·, 8, 66*, 4.2, 1, 31*, 7, 73*

# Reformatted in CSV form: part of the list above.
mol,NPY2 pot ag,CHOP inh,p47phox inh,S1P4 antag,S1P4 ag,NPY-Y1 antag,BaF3 parental,NPY1 pot ag,Ba/F3 V617F tox
CC(=O)c1c(C)[nH]c(C(=O)O)c1C,8,-1,-5,-1,0.6,-3,3,-2,0
COc1ccc(C(=O)NC(=O)N2CCCCC2)cc1,1,68,-7,-13,1.3,-5,0,-20,-2

# Part of the list above in a different format:
mol: CCN(CC)S(=O)(=O)c1ccc(C(=O)OCC(=O)NCc2ccco2)cc1
  NPY2 pot ag = 4
  CHOP inh = 2
  p47phox inh = 4
  S1P4 antag = -15
  S1P4 ag = 0.9
  NPY-Y1 antag = 1
  BaF3 parental = 4
  NPY1 pot ag = -13
  Ba/F3 V617F tox = 0
mol: O=C(C1CCCCC1)N1CCC(CO)(Cc2ccccc2Cl)CC1
  NPY2 pot ag = 7
  CHOP inh = 16
  p47phox inh = -3
  S1P4 antag = -3
  S1P4 ag = 0.2
  NPY-Y1 antag = 0
  BaF3 parental = 5
  NPY1 pot ag = -18
  Ba/F3 V617F tox = 1

# Screens: PubChem BioAssay, several laboratories
